MRP reversal = MRP-mediated drug resistance reversal; H69AR cells + 2 uM doxorubicin, CellTiter-Glo, 72 h; differential viability (reversal), % at 10 µM; hit rate 0.04% among 85,000; AID 602;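 active means viability drop by adding the cancer drug above about 55%, with treated viability meeting a 40% cutoff, limit read from the data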;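 further: viability without doxorubicin minus viability with 2 µM doxorubicin for each compound; larger differential means the compound sensitizes cells more to doxorubicin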
IL1B NFkB pot = enhances IL-1B driven NFkB nuclear translocation. hit rate 0.3% among 94,000. HUVEC IL-1B NFkB p65 nuclear translocation imaging. activation, % at 2 µM;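 active means activation above 40%, about the mean plus 3 SD, also judged a hit on visual image review; inconclusive means activation above 40% but not a hit on visual review; inactive means activation not above 40% and no visual hit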;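 further: percent activation is computed from the nuclear over cytoplasmic p65 intensity ratio; values of inactives mirror those of a sister screen read the other way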
NFkB transloc inh = blocks IL-1B driven NFkB nuclear translocation in HUVEC cells; inhibition, % at 2 µM; HUVEC IL-1B NFkB p65 nuclear translocation imaging; hit rate 0.43% among 94,000;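 active means inhibition above about 30% together with a positive call from visual inspection of the well image, limit read from the data; inconclusive means inhibition above a set limit but visual check negative; inactive means inhibition not above a set limit, visual check negative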;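 further: nuclear over cytoplasmic p65 intensity ratio measured by imaging; 0% = IL-1B stimulated DMSO wells and 100% = unstimulated DMSO wells; values of inactives mirror those of a sister screen read the other way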
PLAP inhibitors HTS = PLAP enzyme inhibitors, biochemical, luminescence, HTS (AID 690); purified PLAP, luminescent substrate; higher % means a stronger effect; hit rate 0.08% among 96,000; inhibition, % at 20 µM; hits with a dose series show IC50 in µM; in the data active means a potency from the dose series; inactive means the rest, 99 in 100 with inhibition below about 30%; further: strong numbers were not always called active
Bcl-B displacement = displacers of TR3 peptide from Bcl-B, primary screen, selectivity assay for Bfl-1 inhibitor project, biochemical, fluorescence polarization; AID 748; hit rate 0.11% among 96,000; displacement, % at 20 µM, or IC50 in µM where a hit was titrated; FP displacement of FITC-TR3 peptide from Bcl-B; higher % means a stronger effect;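 active means displacement above 50% at 20 µM plus a fluorescence interference ratio under 1.5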;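 further: plate controls were wells without compound for no effect and wells lacking Bcl-B protein for full effect; a part of the inactive calls stands beside numbers as strong as those of hits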
MRP reversal cytotoxicity = further read-out of MRP reversal, marked with its call; viability, %; H69AR cells, CellTiter-Glo, 72 h; measured here: cytotoxicity without doxorubicin
MRP reversal with doxorubicin = recorded beside MRP reversal, whose call it bears; viability, %; measured here: viability with 2 uM doxorubicin; active compounds read low
NFkB transloc inh cell count 2 µM = also measured in NFkB transloc inh; calls as there; cell count; measured here: cells passing quality filter;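 raw number of nuclei counted in each imaged well without normalization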
IL1B NFkB pot cell count 2 µM = second read-out of IL1B NFkB pot, no call of its own (marks repeat the call); cell count; measured here: cells passing quality filter
* = called active by the depositor.

CCC(C)[C@H](NC(=O)OC(C)(C)C)C(=O)N/N=C/c1cccc2nccnc12 (some centres not stated) was read as MRP reversal 2, IL1B NFkB pot 14, NFkB transloc inh -14, PLAP inhibitors HTS -82%, Bcl-B displacement 0%, MRP reversal cytotoxicity 80, MRP reversal with doxorubicin 78, NFkB transloc inh cell count 2 µM 99 and IL1B NFkB pot cell count 2 µM 99.
O=C(Nc1ccccc1N1CCCCC1)c1ccc2nccnc2c1 was read as MRP reversal -6, IL1B NFkB pot 18, NFkB transloc inh -18, PLAP inhibitors HTS -49%, Bcl-B displacement -12%, MRP reversal cytotoxicity 60, MRP reversal with doxorubicin 66, NFkB transloc inh cell count 2 µM 184 and IL1B NFkB pot cell count 2 µM 184.
Cc1cc(C)n2cc(CSc3nnc(SCc4cn5c(C)cc(C)nc5n4)s3)nc2n1 was read as IL1B NFkB pot -11, NFkB transloc inh 11, PLAP inhibitors HTS 15%, Bcl-B displacement -2%, NFkB transloc inh cell count 2 µM 167 and IL1B NFkB pot cell count 2 µM 167.
For C=CCC1c2cccc(C(=O)OC)c2C(=O)N1c1ccccc1 (configuration not stated) the results were MRP reversal 6, IL1B NFkB pot 12, NFkB transloc inh -12, PLAP inhibitors HTS -8%, Bcl-B displacement -2%, MRP reversal cytotoxicity 91, MRP reversal with doxorubicin 85, NFkB transloc inh cell count 2 µM 140 and IL1B NFkB pot cell count 2 µM 140.
Screening O=C(NCc1ccncc1)/C(=N/O)c1ccccc1 returned IL1B NFkB pot -12, NFkB transloc inh 12, PLAP inhibitors HTS -11%, Bcl-B displacement 1%, NFkB transloc inh cell count 2 µM 92 and IL1B NFkB pot cell count 2 µM 92.
For CCc1nnc(NC(=O)CCN2C(=O)c3ccccc3C2=O)s1 the results were MRP reversal 10, IL1B NFkB pot 13, NFkB transloc inh -13, PLAP inhibitors HTS 15%, Bcl-B displacement 0%, MRP reversal cytotoxicity 95, MRP reversal with doxorubicin 85, NFkB transloc inh cell count 2 µM 120 and IL1B NFkB pot cell count 2 µM 120.
For O=C1CCCc2c1[nH]c1c(Br)cccc21 the results were MRP reversal -5, IL1B NFkB pot -6, NFkB transloc inh 6, PLAP inhibitors HTS 6%, Bcl-B displacement 42%, MRP reversal cytotoxicity 85, MRP reversal with doxorubicin 90, NFkB transloc inh cell count 2 µM 180 and IL1B NFkB pot cell count 2 µM 180.
For CC(C)(C)NC(=O)Cn1nnc(-c2ccccc2NC(=O)c2ccco2)n1 the results were MRP reversal 5, IL1B NFkB pot -3, NFkB transloc inh 3, MRP reversal cytotoxicity 89, MRP reversal with doxorubicin 84, NFkB transloc inh cell count 2 µM 121 and IL1B NFkB pot cell count 2 µM 121.
`N#Cc1nc(-c2ccco2)oc1NCc1ccco1` gave MRP reversal 13, IL1B NFkB pot 1, NFkB transloc inh -1, PLAP inhibitors HTS 16%, Bcl-B displacement 0%, MRP reversal cytotoxicity 91, MRP reversal with doxorubicin 78, NFkB transloc inh cell count 2 µM 128 and IL1B NFkB pot cell count 2 µM 128.
`Cc1ccc(S(=O)(=O)N2CCN(S(=O)(=O)N(C)C)CC2)cc1` gave MRP reversal 15, IL1B NFkB pot -4, NFkB transloc inh 4, PLAP inhibitors HTS 7%, Bcl-B displacement 0%, MRP reversal cytotoxicity 101, MRP reversal with doxorubicin 86, NFkB transloc inh cell count 2 µM 97 and IL1B NFkB pot cell count 2 µM 97.
For Oc1ccccc1CNc1nc2ccccc2n1CCN1CCCCC1 the results were MRP reversal -9, PLAP inhibitors HTS -33%, Bcl-B displacement 0%, MRP reversal cytotoxicity 66 and MRP reversal with doxorubicin 75.
`N#C/C(=N\Nc1ccc(Cl)cc1)C(=O)c1ccccc1` gave IL1B NFkB pot 1, NFkB transloc inh -1, PLAP inhibitors HTS -38%, Bcl-B displacement 0%, NFkB transloc inh cell count 2 µM 155 and IL1B NFkB pot cell count 2 µM 155.
For CCOC(=O)C1CCCN(C(=O)C2CCN(c3nnc(-n4cccc4)s3)CC2)C1 (configuration not stated) the results were MRP reversal -6, PLAP inhibitors HTS -36%, Bcl-B displacement 0%, MRP reversal cytotoxicity 84 and MRP reversal with doxorubicin 90.
Screening Cc1nc2sc3c(c2c(=O)o1)CCC3 returned MRP reversal 0, IL1B NFkB pot 10, NFkB transloc inh -10, PLAP inhibitors HTS 2%, Bcl-B displacement -26%, MRP reversal cytotoxicity 96, MRP reversal with doxorubicin 96, NFkB transloc inh cell count 2 µM 120 and IL1B NFkB pot cell count 2 µM 120.
Screening CCn1c(SCc2nc3ccccc3[nH]2)nnc1-c1cccnc1 returned MRP reversal -1, IL1B NFkB pot 0, NFkB transloc inh 0, PLAP inhibitors HTS -5%, Bcl-B displacement -4%, MRP reversal cytotoxicity 90, MRP reversal with doxorubicin 92, NFkB transloc inh cell count 2 µM 109 and IL1B NFkB pot cell count 2 µM 109.
Cc1ccc(S(=O)(=O)c2ccc(C)cc2)cc1 was read as MRP reversal 8, IL1B NFkB pot -7, NFkB transloc inh 7, PLAP inhibitors HTS 24%, Bcl-B displacement 1%, MRP reversal cytotoxicity 98, MRP reversal with doxorubicin 91, NFkB transloc inh cell count 2 µM 195 and IL1B NFkB pot cell count 2 µM 195.
Screening CCOC(=O)C(CC(=O)O)N1CCCCC1 (configuration not stated) returned MRP reversal 7, IL1B NFkB pot -17, NFkB transloc inh 17, PLAP inhibitors HTS 24%, Bcl-B displacement -12%, MRP reversal cytotoxicity 94, MRP reversal with doxorubicin 87, NFkB transloc inh cell count 2 µM 98 and IL1B NFkB pot cell count 2 µM 98.
`O=C(NCC1CCCO1)c1ccc(/C=N/O)nc1` (configuration not stated) gave IL1B NFkB pot -14, NFkB transloc inh 14, PLAP inhibitors HTS 5%, Bcl-B displacement -3%, NFkB transloc inh cell count 2 µM 119 and IL1B NFkB pot cell count 2 µM 119.
CCCn1c(=NC(C)=O)c(C(=O)OCC)cc2c(=O)n3ccccc3nc21 was read as MRP reversal 15, IL1B NFkB pot -7, NFkB transloc inh 8, PLAP inhibitors HTS -20%, Bcl-B displacement -5%, MRP reversal cytotoxicity 67, MRP reversal with doxorubicin 52, NFkB transloc inh cell count 2 µM 155 and IL1B NFkB pot cell count 2 µM 155.
`Cc1nc2c(Cl)cc(Cl)cc2[nH]1` gave MRP reversal 11, IL1B NFkB pot -1, NFkB transloc inh 1, PLAP inhibitors HTS -10%, Bcl-B displacement -10%, MRP reversal cytotoxicity 97, MRP reversal with doxorubicin 86, NFkB transloc inh cell count 2 µM 131 and IL1B NFkB pot cell count 2 µM 131.
For Cc1ccc(S(=O)(=O)NNC(=O)C2CCN(S(=O)(=O)c3ccc(C)cc3)CC2)cc1 the results were IL1B NFkB pot -3, NFkB transloc inh 3, PLAP inhibitors HTS -22%, Bcl-B displacement 0%, NFkB transloc inh cell count 2 µM 95 and IL1B NFkB pot cell count 2 µM 95.
For CC1Cc2ccccc2N1C(=O)Cn1nc(C(=O)O)c2ccccc2c1=O (configuration not stated) the results were MRP reversal 18, IL1B NFkB pot inconclusive, NFkB transloc inh -41, PLAP inhibitors HTS -4%, Bcl-B displacement 1%, MRP reversal cytotoxicity 100, MRP reversal with doxorubicin 81 and NFkB transloc inh cell count 2 µM 184.
For Cc1cc(NC(=O)c2cc(-c3ccco3)on2)nn1Cc1ccc(Cl)cc1 the results were MRP reversal -32, IL1B NFkB pot -5, NFkB transloc inh 5, PLAP inhibitors HTS 2%, Bcl-B displacement -6%, MRP reversal cytotoxicity 52, MRP reversal with doxorubicin 84, NFkB transloc inh cell count 2 µM 167 and IL1B NFkB pot cell count 2 µM 167.
CC(Oc1cccc(F)c1)C(=O)/C=C\N(C)C (configuration not stated) was read as IL1B NFkB pot -2, NFkB transloc inh 2, PLAP inhibitors HTS -16%, Bcl-B displacement 1%, NFkB transloc inh cell count 2 µM 110 and IL1B NFkB pot cell count 2 µM 110.
`COC(=O)c1nn(-c2ccccc2)c(Sc2ccc(Cl)cc2)c1/C=N/O` gave IL1B NFkB pot 7, NFkB transloc inh -7, PLAP inhibitors HTS -10%, Bcl-B displacement 1%, NFkB transloc inh cell count 2 µM 138 and IL1B NFkB pot cell count 2 µM 138.
For Cc1onc(-c2ccccc2)c1C(=O)Nc1cccc2nsnc12 the results were MRP reversal 9, IL1B NFkB pot 8, NFkB transloc inh -8, PLAP inhibitors HTS 4%, Bcl-B displacement -8%, MRP reversal cytotoxicity 101, MRP reversal with doxorubicin 92, NFkB transloc inh cell count 2 µM 114 and IL1B NFkB pot cell count 2 µM 114.
Screening NS(=O)(=O)c1ccc(CNC(=O)/C=C/c2c(Cl)cccc2Cl)cc1 returned IL1B NFkB pot 8, NFkB transloc inh -8, PLAP inhibitors HTS -8%, Bcl-B displacement -3%, NFkB transloc inh cell count 2 µM 148 and IL1B NFkB pot cell count 2 µM 148.
For COc1c(C)cccc1C(=O)Nc1ccc(N2CCOCC2)c(Cl)c1 the results were MRP reversal 9, IL1B NFkB pot -1, NFkB transloc inh 0, PLAP inhibitors HTS -52%, Bcl-B displacement -17%, MRP reversal cytotoxicity 89, MRP reversal with doxorubicin 80, NFkB transloc inh cell count 2 µM 193 and IL1B NFkB pot cell count 2 µM 193.
For O=C(CCCN1C(=O)CCC1=O)Nc1ccc2c(c1)OCO2 the results were MRP reversal -21, IL1B NFkB pot 9, NFkB transloc inh -9, PLAP inhibitors HTS 7%, Bcl-B displacement 6%, MRP reversal cytotoxicity 56, MRP reversal with doxorubicin 77, NFkB transloc inh cell count 2 µM 142 and IL1B NFkB pot cell count 2 µM 142.
COc1ccc2c(C)cc(=O)[nH]c2c1 was read as MRP reversal 9, IL1B NFkB pot 11, NFkB transloc inh -11, PLAP inhibitors HTS 23%, Bcl-B displacement -5%, MRP reversal cytotoxicity 107, MRP reversal with doxorubicin 98, NFkB transloc inh cell count 2 µM 184 and IL1B NFkB pot cell count 2 µM 184.
Screening Cc1ccc(-n2nnnc2SCC(=O)c2c(N)n(CC(C)C)c(=O)n(C)c2=O)cc1 returned MRP reversal -6, IL1B NFkB pot 9, NFkB transloc inh -9, PLAP inhibitors HTS -24%, Bcl-B displacement 8%, MRP reversal cytotoxicity 88, MRP reversal with doxorubicin 93, NFkB transloc inh cell count 2 µM 118 and IL1B NFkB pot cell count 2 µM 118.
For CCOC(=O)c1c(C)n(CCO)c2ccc(O)cc12 the results were MRP reversal 10, IL1B NFkB pot 9, NFkB transloc inh -9, PLAP inhibitors HTS 0%, Bcl-B displacement -3%, MRP reversal cytotoxicity 95, MRP reversal with doxorubicin 84, NFkB transloc inh cell count 2 µM 86 and IL1B NFkB pot cell count 2 µM 86.
For Cc1cccc(N2C(=O)CN=C2Nc2nc(C)cc(C)n2)c1 the results were MRP reversal 19, IL1B NFkB pot 6, NFkB transloc inh -6, PLAP inhibitors HTS -164%, Bcl-B displacement 4%, MRP reversal cytotoxicity 95, MRP reversal with doxorubicin 77, NFkB transloc inh cell count 2 µM 210 and IL1B NFkB pot cell count 2 µM 210.
`O=C1NC(c2ccc3c(c2)OCO3)Nc2ccccc21` (configuration not stated) gave MRP reversal -28, IL1B NFkB pot 12, NFkB transloc inh -12, PLAP inhibitors HTS 20%, Bcl-B displacement -6%, MRP reversal cytotoxicity 27, MRP reversal with doxorubicin 55, NFkB transloc inh cell count 2 µM 103 and IL1B NFkB pot cell count 2 µM 103.

As a short view, two of the compounds above.
For Cc1onc(-c2ccccc2)c1C(=O)Nc1cccc2nsnc12 the results were MRP reversal 9, IL1B NFkB pot 8, NFkB transloc inh -8, PLAP inhibitors HTS 4%, Bcl-B displacement -8%, MRP reversal cytotoxicity 101, MRP reversal with doxorubicin 92, NFkB transloc inh cell count 2 µM 114 and IL1B NFkB pot cell count 2 µM 114.
Screening NS(=O)(=O)c1ccc(CNC(=O)/C=C/c2c(Cl)cccc2Cl)cc1 returned IL1B NFkB pot 8, NFkB transloc inh -8, PLAP inhibitors HTS -8%, Bcl-B displacement -3%, NFkB transloc inh cell count 2 µM 148 and IL1B NFkB pot cell count 2 µM 148.

Screens: PubChem, several laboratories

Not all compounds are listed, so the mix of outcomes need not match the whole.
